hIAP inh – human IAP inhibition | purified IAP, CDP-Star luminescence, 30 min | P09923 | hit rate 0.12% among 330,000 | inhibition, % at 10 µM;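 active = inhibition reaching a set limit with compound at 10 µM in the primary screen, cut at about 35% in these data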;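 note: plate controls were DMSO wells with enzyme for no effect and no-enzyme buffer wells for full effect; values of inactives mirror those of a sister screen read the other way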
hIAP activ – human IAP activation. P09923. purified human IAP, CDP-Star luminescence, 30 min; hits give high values; 1 = vehicle-only enzyme, 0 = enzyme-free background. activation factor at 10 µM. hit rate 0.16% among 330,000;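 active = activation factor of the enzyme at least 2-fold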; note: the source names both 10 and 20 µM as test concentration; values of inactives mirror those of a sister screen read the other way
mIAP activ – mouse IAP activation; hit rate 0.24% among 330,000; activation factor at 10 µM; muIAP, CDP-Star luminescence, 30 min; hits give high values; 1 = vehicle-only enzyme signal, 0 = enzyme-free wells; AID 2805;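 active = activation factor of at least 2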; note: the source names both 10 and 20 µM as test concentration; values of inactives mirror those of a sister screen read the other way
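Assay system: mouse IAP enzyme / Compound: DMSO-dissolved test compounds / Timing: 30 min, room temperature / Measured by: luminescence from enzymatic CDP-Star hydrolysis / Control set: DMSO-only wells, enzyme-free buffer wells as negative control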
A3G deaminase – APOBEC3G (human) deaminase inhibition. inhibition, % at 20 µM. recombinant A3G, ssDNA deamination FAM/TAMRA fluorescence. Q9HC16. hit rate 0.28% among 330,000;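 active = inhibition of at least 40% at 20 µM, with no more than 30% in the related APOBEC3A deaminase screen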;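 note: plate controls were DMSO wells with A3G for no effect and wells lacking A3G enzyme for full effect; some compounds called inactive have numbers as strong as hits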
Target sequence (Q9HC16 whole entry, looked up): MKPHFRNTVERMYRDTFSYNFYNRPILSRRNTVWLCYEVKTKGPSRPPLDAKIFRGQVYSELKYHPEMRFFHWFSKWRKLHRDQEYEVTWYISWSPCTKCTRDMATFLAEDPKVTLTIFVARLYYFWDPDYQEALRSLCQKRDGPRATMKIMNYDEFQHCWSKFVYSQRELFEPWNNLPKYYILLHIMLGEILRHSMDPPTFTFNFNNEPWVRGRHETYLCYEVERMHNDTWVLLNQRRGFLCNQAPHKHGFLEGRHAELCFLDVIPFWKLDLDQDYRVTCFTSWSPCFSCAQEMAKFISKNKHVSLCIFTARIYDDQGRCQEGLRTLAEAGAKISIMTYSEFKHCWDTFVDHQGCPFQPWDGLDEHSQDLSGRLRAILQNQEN
NR3A LBD binder – NR3A (human) ligand-binding domain modulation; AID 1259313; NR3A LBD differential scanning fluorimetry, Tm shift; 0% = protein alone, 100% = glycine-bound protein; hit rate 2.5% among 340,000; Tm shift relative to glycine control, % at 25 µM;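 active = melting temperature shift of at least 10% of the positive control shift, at one fixed dose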
A3A deaminase – blocks human APOBEC3A ssDNA deamination | recombinant A3A, FAM/TAMRA ssDNA deamination fluorescence | P31941 | hit rate 0.41% among 330,000 | inhibition, % at 20 µM | AID 493011;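 active = at least 40% inhibition at 20 µM here, with at most 30% in a related deaminase screen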;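 note: plate controls were A3A with DMSO for no effect and wells lacking A3A enzyme for full effect; some results filed as inactive read as strong as hits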
Target sequence (P31941 whole entry, looked up): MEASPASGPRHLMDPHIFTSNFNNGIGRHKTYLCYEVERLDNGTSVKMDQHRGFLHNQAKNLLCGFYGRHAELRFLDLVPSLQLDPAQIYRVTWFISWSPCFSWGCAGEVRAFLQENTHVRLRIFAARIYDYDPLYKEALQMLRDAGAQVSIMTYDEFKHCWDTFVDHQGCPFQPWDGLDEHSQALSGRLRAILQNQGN
MPTP inh – inhibitors of mitochondrial permeability transition pore | isolated mouse mitochondria, Ca2+ swelling absorbance, 30 min | inhibition, % at 10 µM | hit rate 1.4% among 360,000 | AID 602449;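 active = inhibition of 50% or more, scaled per plate between neutral and stimulator controls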;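 note: 0% = DMSO wells given calcium and 100% = 1 mM EGTA wells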
mIAP inh – blocks mouse intestinal alkaline phosphatase; purified mouse IAP, CDP-Star luminescence, 30 min; hit rate 0.2% among 330,000; inhibition, % at 10 µM; AID 2806;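 active = inhibition of at least 40% at 10 µM in the primary screen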;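 note: plate controls were DMSO with enzyme for no effect and no enzyme wells for full effect; values of inactives mirror those of a sister screen read the other way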
beta cell repl – inducers of beta-cell replication in MIN6 cells | MIN6 cells proliferation, ATPlite luminescence, 48 h; cells starved in 0.2% serum; 100% = growth in 10% serum | proliferation, % at 10 µM | hit rate 0.29% among 330,000;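 active = compounds whose signal lies at least 3.5 SD above the mean of all wells on their plate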;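 note: 0% = DMSO-treated cells in low-serum medium and 100% = 10% serum control; some compounds called inactive have numbers as strong as hits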
* hit, by the source's call.

1) Cn1c(-c2cccc(Br)c2)n[nH]c1=O
2) CN1CCN(/C=C(\C#N)S(=O)(=O)c2ccc(Cl)cc2)CC1
3) O=C(Cn1nc(-c2ccc(Cl)cc2)ccc1=O)NCC1CCCO1 (stereo not given)
4) O=C(CN1CCCCC1)Nc1ccc(NC(=O)c2ccccc2Cl)cc1Cl
5) Cc1cccc(N(CC(=O)NC2CCCCC2)C(=O)c2ccc(C)s2)c1
6) CCN(Cc1ccccc1)S(=O)(=O)c1ccc(C(=O)Nc2nnc(C3CC3)o2)cc1
7) Cc1ccc(S(=O)(=O)N2[C@@H](c3cccc(Cl)c3)C(C(=O)O)=CC[C@H]2c2ccc3c(c2)OCO3)cc1
8) O=C(O)c1cc(NC(=O)c2ccc(Cl)c([N+](=O)[O-])c2)cc(C(=O)O)c1
9) CN(CC(=O)NC1CCCc2ccccc21)S(=O)(=O)c1cccs1 (stereo not given)
10) O=C(Nc1ccc2c(c1)OCO2)C1CCN(Cc2cnn(-c3ccccc3)c2-n2cccc2)CC1
entry no.	1	2	3	4	5	6	7	8	9	10
hIAP inh	-16	8	-3	6	-3	-21	-6	7	-14	-34
hIAP activ	1.2	0.92	1	0.94	1	1.2	1.1	0.93	1.1	1.3
mIAP activ	0.96	0.97	1	1.1	1	0.97	0.92	0.97	1.1	1.8
A3G deaminase	-6	-11	-8	-2	-8	-12	-3	-7	-5	-4
NR3A LBD binder	-3	1	2	-2	1	-11	1	0	0	-1
A3A deaminase	-2	-5	1	2	-8	-4	5	-4	-3	-1
MPTP inh	-1.2	1.3	-1.0	-0.4	0.2	-24	-2.2	0.5	1.4	-0.6
mIAP inh	4	3	-2	-9	0	3	8	3	-10	-79
beta cell repl	0	1	0	-1	-1	-6	-4	-2	-1	-3

11) Oc1ccc2ccccc2c1C=Nc1ccccc1
12) C[C@H](CO)N1C[C@H](C)[C@@H](CN(C)S(C)(=O)=O)Oc2ccc(N(C)C)cc2C1=O
13) COc1cc(C(=O)NCCCCCCNC(=O)c2cc(OC)c(OC)c(OC)c2)cc(OC)c1OC
14) CN(C(=O)COC(=O)c1ccc(C#N)cc1)c1ccccc1
15) Cc1cc(C(=O)NCCCN2CCCC2=O)cs1
16) Cc1ccc2nc(-c3ccccc3)c(CC(=O)O)c(C(=O)O)c2c1
17) Cc1ccc(CNC(=O)CC(C)S(=O)(=O)c2ccc3c(c2)NC(=O)CS3)o1 (stereo not given)
18) O=[N+]([O-])c1ccc(NCCCN2CCOCC2)c(Cl)c1
19) O=S(=O)(c1cccc(-c2cn3cccnc3n2)c1)N1CCOCC1
20) COc1ccc(OC)c(C2C(C(=O)c3ccco3)=C(O)C(=O)N2Cc2cccnc2)c1 (stereo not given)
entry no.	11	12	13	14	15	16	17	18	19	20
hIAP inh	10	0	-6	2	2	-4	-11	12	13	-24
hIAP activ	0.9	1	1.1	0.98	0.98	1	1.1	0.88	0.87	1.2
mIAP activ	0.97	1	1.1	1	0.98	0.99	0.98	0.99	0.9	0.95
A3G deaminase	15	-1	-3	6	-5	-8	-6	-4	-4	-2
NR3A LBD binder	3	0	-1	1	0	-4	0	0	0	1
A3A deaminase	-1	1	-2	1	1	2	-7	1	-2	2
MPTP inh	0.1	-3.9	-0.4	0.5	-2.2	-0.1	-1.2	-1.1	-5.1	0.5
mIAP inh	3	-4	-8	0	2	1	2	1	10	5
beta cell repl	0	1	1	-1	-1	-3	0	-1	-1	-2

21) Cc1ccc(C)c(NC(=S)N(Cc2cccc(Br)c2)CC2CCC(C(=O)O)CC2)c1 (stereo not given)
22) Cn1cc(C(=O)NCCO)c(=O)c2ccccc21
23) CNC(=O)c1c(NC(=O)c2cccc(C)c2)sc2c1CCC2
24) CCSc1cnc(-c2ccccc2)n1CC
25) Cc1ccc(CNS(=O)(=O)c2ccc3c(c2)n(C)c(=O)n3C)cc1
26) CCN1CCc2nc(N)oc2CC1
27) CCc1ccc(-c2nc(NC(=O)c3ccc(OCC(=O)Nc4ccc(F)cc4)c(OC)c3)sc2C)cc1
28) CSc1ncc(Cl)c(C(=O)Nc2ccccc2Br)n1
29) CCC(=O)c1ccc(N2CCN(C(=O)Cc3ccccc3)CC2)c(F)c1
30) O=C(Cn1cc(SCc2cccc(Cl)c2)c2ccccc21)N1CCOCC1
entry no.	21	22	23	24	25	26	27	28	29	30
hIAP inh	-9	-3	-19	-41	-1	6	17	10	-13	7
hIAP activ	1.1	1	1.2	1.4	1	0.94	0.83	0.9	1.1	0.93
mIAP activ	1.1	0.95	1	1.1	1.1	1	1.1	1.1	0.89	1
A3G deaminase	-1	-2	8	3	-3	2	-11	-5	-4	10
NR3A LBD binder	1	-1	2	-1	1	-5	2	2	-2	-9
A3A deaminase	-7	4	-7	1	-4	2	-2	1	-1	2
MPTP inh	0.0	-1.1	0.4	0.2	-2.1	-1.4	-2.5	2.7	4.5	-0.2
mIAP inh	-6	5	0	-12	-6	-2	-6	-6	11	-4
beta cell repl	-3	-5	-4	0	0	-5	-2	4	1	0

31) Cc1sc2ncnc(SCC(=O)N3c4ccccc4Sc4ccc(Cl)cc43)c2c1C
32) CCc1ccc(CNC(=O)C2CCC(=O)N(CCc3ccc(Cl)cc3)C2)nc1 (stereo not given)
33) Cc1ccc(CNC(=O)C(Cc2ccccc2)NS(=O)(=O)c2ccc(Br)s2)cc1 (stereo not given)
34) CC1CN(S(=O)(=O)c2ccc(C(=O)N3CCc4ccccc43)cc2)CC(C)O1 (stereo not given)
35) COc1ccc(-n2nc(C(=O)NCC(=O)N3CCN(c4ccccn4)CC3)c3ccccc3c2=O)cc1OC
36) CCC(C)NCc1ccc(C(=O)OC)o1 (stereo not given)
37) CCOc1ccc(CC(=O)OCN2C(=O)c3ccccc3C2=O)cc1
38) COc1ccccc1CNC(=O)c1ccc(NS(=O)(=O)c2c(C)noc2C)cc1
39) CC(=O)c1c(C)oc2ccc(OCc3ccccc3)cc12
40) O=C(C[n+]1ccc(C(=O)NCCCO)cc1)c1cccc(Br)c1
entry no.	31	32	33	34	35	36	37	38	39	40
hIAP inh	-12	-18	-12	2	-15	-5	-13	4	-4	8
hIAP activ	1.1	1.2	1.1	0.98	1.2	1.1	1.1	0.96	1	0.92
mIAP activ	0.91	0.98	1.1	0.99	1.1	1	0.86	1	0.93	1.1
A3G deaminase	-1	-9	-1	-3	-1	4	3	-2	-4	-3
NR3A LBD binder	2	1	1	0	-1	0	-1	4	0	1
A3A deaminase	5	-5	-3	2	2	1	3	0	-2	-3
MPTP inh	1.0	1.1	-5.5	-0.5	0.1	-0.1	-0.8	0.4	1.7	0.5
mIAP inh	9	2	-12	1	-7	-5	14	-5	8	-8
beta cell repl	0	-1	-4	0	-4	2	-4	0	0	0

41) O=C(C1CC1c1ccccc1)N1CCOCC1 (stereo not given)
42) Cc1cc(/C=C(\C#N)C(=O)N2CCOCC2)c(C)n1C1CCCC1
43) O=C(CCC(=O)N(CC(=O)NC1CCCC1)c1ccc(F)cc1)Nc1nccs1
44) COc1ccc(CN2CCNC(=O)C2CC(=O)N(C)Cc2ccncn2)c(OC)c1 (stereo not given)
entry no.	41	42	43	44
hIAP inh	2	-8	10	-11
hIAP activ	0.97	1.1	0.9	1.1
mIAP activ	0.92	0.98	1	0.91
A3G deaminase	-3	7	-9	-6
NR3A LBD binder	-3	0	0	0
A3A deaminase	-1	35	-4	-4
MPTP inh	0.7	7.7	-0.8	-0.5
mIAP inh	8	2	0	9
beta cell repl	-2	-2	4	-1

Compounds shown so far with a thiophene ring, fused or not:
5) Cc1cccc(N(CC(=O)NC2CCCCC2)C(=O)c2ccc(C)s2)c1
9) CN(CC(=O)NC1CCCc2ccccc21)S(=O)(=O)c1cccs1 (stereo not given)
15) Cc1cc(C(=O)NCCCN2CCCC2=O)cs1
23) CNC(=O)c1c(NC(=O)c2cccc(C)c2)sc2c1CCC2
31) Cc1sc2ncnc(SCC(=O)N3c4ccccc4Sc4ccc(Cl)cc43)c2c1C
33) Cc1ccc(CNC(=O)C(Cc2ccccc2)NS(=O)(=O)c2ccc(Br)s2)cc1 (stereo not given)
entry no.	5	9	15	23	31	33
hIAP inh	-3	-14	2	-19	-12	-12
hIAP activ	1	1.1	0.98	1.2	1.1	1.1
mIAP activ	1	1.1	0.98	1	0.91	1.1
A3G deaminase	-8	-5	-5	8	-1	-1
NR3A LBD binder	1	0	0	2	2	1
A3A deaminase	-8	-3	1	-7	5	-3
MPTP inh	0.2	1.4	-2.2	0.4	1.0	-5.5
mIAP inh	0	-10	2	0	9	-12
beta cell repl	-1	-1	-1	-4	0	-4

Bioassay records: PubChem, Sanford-Burnham Center for Chemical Genomics
